Source: PubChem BioAssay
OX1R antagonist – blocks the human orexin 1 receptor | inhibition, % at 5 µM | CHO/OX1R cells, Fluo-8 calcium fluorescence, orexin A | 0.43% of 330,000 active;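 active means inhibition above its plate's threshold, mean inhibition of all tested compounds on the plate plus 3 SD, cut at about 37% in these data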;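 further: 0% = orexin A challenge wells and 100% = SB-334867-A antagonist wells; not every result past the cut was called active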
Target sequence (O43613 whole entry, looked up): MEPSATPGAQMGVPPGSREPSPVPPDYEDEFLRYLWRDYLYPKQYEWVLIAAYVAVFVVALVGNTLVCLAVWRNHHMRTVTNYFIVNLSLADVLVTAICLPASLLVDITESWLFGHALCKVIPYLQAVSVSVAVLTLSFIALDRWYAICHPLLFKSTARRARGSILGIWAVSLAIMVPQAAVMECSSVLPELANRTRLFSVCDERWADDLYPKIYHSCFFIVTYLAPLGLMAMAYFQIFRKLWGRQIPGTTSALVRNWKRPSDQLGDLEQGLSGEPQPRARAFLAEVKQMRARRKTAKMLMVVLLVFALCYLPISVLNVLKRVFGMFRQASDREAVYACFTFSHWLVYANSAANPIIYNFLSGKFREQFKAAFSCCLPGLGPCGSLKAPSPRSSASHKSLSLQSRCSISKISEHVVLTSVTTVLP
CHT PAM – allosteric activators of human choline transporter CHT; Q9GZV3; CHT-expressing cells, membrane potential dye, choline EC20; hits give high values; LV-AA mutant CHT in HEK293 cells; B-score at 10 µM; 0.49% of 310,000 active; AID 488977;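 active means initial fluorescence not abnormally high and integrated response B-score, plate-corrected, over 3 SD above library mean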
Target sequence (Q9GZV3 whole entry, looked up): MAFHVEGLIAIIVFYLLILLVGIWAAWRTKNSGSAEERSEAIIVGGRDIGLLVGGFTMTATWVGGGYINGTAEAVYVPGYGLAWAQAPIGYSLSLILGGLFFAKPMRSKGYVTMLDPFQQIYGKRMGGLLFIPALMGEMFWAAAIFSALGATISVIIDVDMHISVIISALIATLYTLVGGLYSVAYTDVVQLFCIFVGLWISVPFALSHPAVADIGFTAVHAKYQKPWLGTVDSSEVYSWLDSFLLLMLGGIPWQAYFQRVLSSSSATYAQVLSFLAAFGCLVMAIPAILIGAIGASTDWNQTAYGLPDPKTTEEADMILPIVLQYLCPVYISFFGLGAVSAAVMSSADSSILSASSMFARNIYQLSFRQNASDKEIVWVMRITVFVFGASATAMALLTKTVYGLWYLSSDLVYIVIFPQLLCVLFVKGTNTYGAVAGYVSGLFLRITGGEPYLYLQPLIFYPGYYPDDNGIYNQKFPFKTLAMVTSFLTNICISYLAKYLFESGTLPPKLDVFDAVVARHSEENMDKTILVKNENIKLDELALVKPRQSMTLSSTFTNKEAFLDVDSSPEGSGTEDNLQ
Active calls of the source: *; i = inactive; x = no result given; & = joins results of further samples. Not a hit list. About 0.83% of those tested had a hit in this group.

SMILES	OX1R antagonist	CHT PAM
CCCCC1=NN(C(=O)c2cccnc2)C(O)(C(F)(F)F)C1 (stereo not given)	-9	i
CCOc1[nH]n(-c2ccccc2)c(=O)c1C=Nc1ccc(C)cc1	2	i
Cc1c(NC(=O)CN2C(=O)c3ccccc3C2=O)c(=O)n(-c2ccccc2)n1C	-18	i
CCN(CC)S(=O)(=O)c1ccc2[nH]cc(C(=O)NCCc3ccc(OC)c(OC)c3)c(=O)c2c1	-27	i
CCOc1ccc(/C=C/C(=O)OCC(=O)NCCc2ccc(OCC)c(OCC)c2)cc1OC	-38	i
Cc1ccc(-c2cc(C(=O)Nc3ccc(S(=O)(=O)Nc4nccs4)cc3)c3ccccc3n2)c(C)c1	-14	i
CCN1CCN(c2ncnc3c2nnn3Cc2ccccc2)CC1	-2	i
CC(C)CNc1nc(Oc2ccc(=O)n(-c3ccccc3)n2)nc(N2CCOCC2)n1	-33	i
COc1ccc(-c2cc(C)no2)cc1S(=O)(=O)N1CC(=O)Nc2ccccc21	-16	i
O=C(Cc1cc(=O)[nH][nH]1)N/N=C/c1cccc(Cl)c1Cl	1&9	i
O=S(=O)(c1ccc2c(c1)OCCO2)N1CCN(S(=O)(=O)c2ccccn2)CC1	9	x
CCNc1nc(Oc2ccc(F)cc2)cc(C(F)(F)F)n1	-18	i
C=CCn1c(O)c(N=Nc2nc3ccccc3c(=O)n2-c2ccccc2)c2ccccc21	-10	i
C=CC(=O)Nc1ccc(N(C)c2ccnc(Nc3ccc(N4CCN(C)CC4)cc3)n2)cc1	-9	x
O=[N+]([O-])c1cc(C(F)(F)F)cc([N+](=O)[O-])c1NCCCNc1ccc([N+](=O)[O-])c2cccnc12	-12	i
CCOC(=O)c1c(/N=C/c2ccc(C)cc2O)sc2c1CCC2	0	i
Cc1ccc(S(=O)(=O)N(CC(=O)NCc2ccco2)c2ccccc2C)cc1	-23	i
CCOc1ccc(NS(=O)(=O)c2ccc3c(c2)CCN3C(=O)CCC(=O)O)cc1	-9	i
O=C(NCCCN1CCOCC1)C(=O)N/N=C/c1ccc(F)cc1	-8	i
CC(C)C(=O)NC(CC(=O)O)c1ccccc1 (stereo not given)	-14	i
Cc1onc(-c2ccccc2Cl)c1C(=O)N1CCC(C)CC1	-6	i
CC(=O)NCC(=O)OCC(=O)c1ccc(C)cc1	7	i
Cc1cc(C)n2nc(C(=O)NC3CCCc4ccccc43)nc2n1 (stereo not given)	-2	i
Cc1cc(OCc2cc(C(=O)N(C)Cc3ccccn3)no2)cc(C)c1Cl	-25	i
N#Cc1c(NC(=S)NC(=O)c2ccccc2)sc2c1CCN(CCc1ccccc1)C2	36	i

Four of the compounds above, as labelled records.
CCCCC1=NN(C(=O)c2cccnc2)C(O)(C(F)(F)F)C1 (stereo not given)
- OX1R antagonist: -9
- CHT PAM: i
O=C(Cc1cc(=O)[nH][nH]1)N/N=C/c1cccc(Cl)c1Cl
- OX1R antagonist: 1&9
- CHT PAM: i
CCN(CC)S(=O)(=O)c1ccc2[nH]cc(C(=O)NCCc3ccc(OC)c(OC)c3)c(=O)c2c1
- OX1R antagonist: -27
- CHT PAM: i
Cc1onc(-c2ccccc2Cl)c1C(=O)N1CCC(C)CC1
- OX1R antagonist: -6
- CHT PAM: i

(further entries)
SMILES	OX1R antagonist	CHT PAM
CCCc1ccc(C(C)NC(=S)NC2CCCCC2)cc1 (stereo not given)	x	i
COc1ccc(-c2nnc(C3CCN(S(=O)(=O)c4ccccc4)CC3)o2)cc1	-27	i
Cc1cccc(Cn2c(=O)c3c(nc4n3CCCN4Cc3ccccc3)n(C)c2=O)c1	-22	i
Cc1nnc2ccc(-c3cccc(NC(=O)c4ccc(Br)o4)c3)nn12	-16	i
Cc1nn(-c2ccc(Cl)cc2)c(Cl)c1/C=C(\C#N)C(N)=O	-10	i
Nc1ccc(Oc2c(Cl)cccc2Cl)nc1	-5	i
OCCC1CN(Cc2cccc(O)c2)CCN1CCc1ccccc1 (stereo not given)	-22	i
C=CCn1c(SCC(=O)N(CCO)CCO)nc2sc3c(c2c1=O)CCC3	-6	i
CC(=O)Nc1ccc(-c2cc(C(=O)O)c3ccc(C)cc3n2)cc1	-3	i
C[C@H](CO)N1C[C@H](C)[C@@H](CN(C)C(=O)Nc2ccc3c(c2)OCO3)Oc2c(NC(=O)Nc3ccc(C(F)(F)F)cc3)cccc2C1=O	6	x
CCCN(Cc1ccccc1)C(=S)NC(=O)c1ccccc1[N+](=O)[O-]	-16	i
CC(C)CN(C(=O)CSc1ccc2c(c1)OCCO2)c1c(N)n(CC(C)C)c(=O)[nH]c1=O	-8	x
COc1ccc(C)cc1NC(=O)NCc1ccccc1F	-14	i
Cc1c(NS(=O)(=O)c2cc(C(=O)NCc3ccco3)cc(Cl)c2Cl)c(=O)n(-c2ccccc2)n1C	4	i
CC1=NN(c2ccc(C)cc2)C(=O)/C1=C\C=C\c1ccccc1	-2	i
Cc1cccc(C)c1NS(=O)(=O)c1ccc(-c2ccc(=O)[nH]n2)o1	-11	i
CC(=O)N/N=C/c1cc([N+](=O)[O-])ccc1OCCOc1ccccc1	-17	i
CN(C)CCCn1c(=S)[nH]c2sc3c(c2c1=O)CCCC3	-29	i
Cc1sc2ncnc(SCC(=O)N(C)C3CCS(=O)(=O)C3)c2c1C (stereo not given)	-6	i
CC(C)NC(=O)NC(=O)COC(=O)c1ccccc1O	-6	i
O=C(c1ccco1)N1CCN(c2ncnc3scc(-c4cccs4)c23)CC1	-6	i
COc1ccc(C(=O)NCC(=O)OCc2ccc(F)cc2Cl)cc1OC	-22	i
CN1C(=O)NC(NC(=O)C2CCCCC2)(C(F)(F)F)C1=O (stereo not given)	-12	i
O=C(COC(=O)c1ccccc1Oc1ccccc1)NCc1ccco1	-3	i
COC(=O)[C@@H]1C[C@@]2(O)[C@@H](O)[C@@H](O)[C@@H](O)C[C@H]2N1Cc1cc(OC)cc(OC)c1	-1	i

The list goes on:
SMILES	OX1R antagonist	CHT PAM
O=c1c(O)c(-c2ccc3c(c2)OCO3)oc2ccccc12	6	i
COc1ccc(CCn2c(C(C)C)nc3c(c(=O)c4ccccc4n3C)c2=O)cc1	-13	i
Brc1ccc(/C=N/Nc2nc3ccccc3o2)cc1	-17	i
COCCCn1c2nc3ccccc3nc2c2c(=O)n(Cc3ccccc3Cl)cnc21	-22	i
COc1cc(-c2cc(C(F)(F)F)n3ncc(C(=O)O)c3n2)cc(OC)c1OC	-14	i
O=C(NCCc1c[nH]c2ccccc12)/C(=C/c1cccnc1)NC(=O)c1ccco1	-16	i
CCOC(=O)c1ccc(NC(=O)c2ccccc2)cc1	11	i
COc1ccc(OC)c(NC(=O)C2CC(C)=C(C)CC2C(=O)O)c1 (stereo not given)	-5	i
O=C(N1CCCC1)C(F)(F)Oc1ccc(F)cc1	-7	i
CCc1nnc(NC(=O)c2nc3nc(C)cc(C)n3n2)s1	-2	i
CCCOC(=O)Nc1cccc(C(C)=O)c1	-2	i
C=CCNC(=S)NNC(=O)c1ccc(OC(C)C)cc1	1	i
CCCCCCCCOC(=O)c1c(CSC(=N)N)n(C)c2cc(Br)c(OC(C)=O)cc12	-16	i
CCN(CC)CCNC(=O)c1ccc(NC(=O)c2cn(-c3ccccc3)nc2-c2cccs2)cc1	-2	i
CCOC(=O)c1ccccc1NC(=O)c1cccc([N+](=O)[O-])c1	-39	i
Cc1ccc(C)n1-c1ccc(C(=O)N/N=C/c2ccncc2)cc1	-13	i
c1ccc2c(c1)nnn2Cc1nnc2sc(-c3ccc4c(c3)OCCO4)nn12	-7	i
Cc1cc(NC(=O)C2CC=CCC2C(=O)O)no1 (stereo not given)	-2	i
COc1ccc(C)cc1-n1nnnc1SCC1CCCCO1 (stereo not given)	-24	i
O=C(Nc1ccccc1)O/N=C(\c1ccccc1)c1ccccn1	-12	i
CCOc1ccc(NC(C)C(=O)N/N=C/c2cccs2)cc1 (stereo not given)	-13	i
O=C(Nc1ccc(OCC(=O)N2CCOCC2)cc1)Nc1cccc2ccccc12	-20	i
O=C(/C=C/c1ccco1)Nc1ccccc1C(=O)O	-3	i
CCOC(=O)N1CCN(C(=O)c2cnc3n(c2=O)CCS3)CC1	-2	i
Clc1cc(Cl)cc(CN2CCSCC2)c1	-2	i

Continued:
SMILES	OX1R antagonist	CHT PAM
O=c1/c(=C/c2ccccc2)sc2nnc(-c3cccs3)n12	-4	i
CN(Cc1nccn1C)C(=O)C1CCC(=O)N(CCc2ccc(Cl)cc2)C1 (stereo not given)	-18	i
Cc1coc2cc3oc(=O)c(CCC(=O)O)c(C)c3cc12	-4	i
Cc1cc(/C=C2\SC(=O)N(C)C2=O)c(C)n1-c1ccc(S(N)(=O)=O)cc1	-14	i
COc1ccc(C2N(Cc3ccccc3)CC(=O)N2/N=C(\C)c2ccccc2)cc1 (stereo not given)	-30	i
c1cc(Nc2ncnc3sccc23)cc(-c2nnc3n2CCCCC3)c1	-28	i
Cc1ccc(S(=O)(=O)N(c2ccccc2)C2CCS(=O)(=O)C2)cc1 (stereo not given)	-21	i
CCOC(=O)N1CCC(N2Cc3cccc(C(=O)NCc4ccccc4OC)c3C2=O)CC1	-16	i
Cc1ccc(-c2cc(C(=O)N3CCCCCC3)no2)cc1	-13	i
CCc1c(C)c2cc(Cl)c(O)c(CN(CC)CC)c2oc1=O	-11	i
COc1ccc(C(=O)Nc2ccc(Cl)cc2C(=O)N2CCOCC2)cc1	-19	i
Cc1cccc(NC(=O)C(C)Oc2ccc(C)nc2[N+](=O)[O-])c1 (stereo not given)	-4	x
CC1CCCN(S(=O)(=O)c2ccc(NC(=O)Cn3nnc(-c4ccccc4F)n3)cc2)C1 (stereo not given)	-7	i
COc1cc(C(=O)NNC(=O)Cc2cccs2)cc(OC)c1OC	-10	x
Cc1c(C)n(CC(O)CN(CCO)CCO)c2ccccc12 (stereo not given)	-5	i
O=P(COCCOCCOCP(=O)(c1ccccc1)c1ccccc1)(c1ccccc1)c1ccccc1	-18	i
Fc1ccc(-c2ncc3ccccn23)cc1	-24	i
O=C(C1=C(O)C(=O)N(c2ncccn2)C1c1cccc(Cl)c1)c1ccco1 (stereo not given)	-2	i
N#Cc1cc2c(=O)n3ccccc3nc2n(CCCn2ccnc2)c1=N	-22	i
Cc1ccc(Nc2ncnc3c2cnn3C)cc1	-2	i
O=C(NCCc1ccco1)c1cc(COc2cccc(C(F)(F)F)c2)on1	-28	i
Cc1cc(NC(=O)c2cnn3cccnc23)n(-c2ccccc2)n1	-15	6.8*
CN(C)C(C)(C)C#CC(O)(c1ccccc1)c1ccccc1	-21	i
CC(C)(C)NC(=O)CSc1nc(-c2ccccc2)cc(=O)[nH]1	-14	i
Cn1nc(-c2ccc(Cl)cc2)c2cc(C(=O)NCCCN3CCOCC3)sc21	-16	i

Profiles, looked up by structure. Order of values: OX1R antagonist, CHT PAM
`N#Cc1cc2c(=O)n3ccccc3nc2n(CCCn2ccnc2)c1=N` is entered as -22, i
`O=C(NCCc1ccco1)c1cc(COc2cccc(C(F)(F)F)c2)on1` is entered as -28, i
`Fc1ccc(-c2ncc3ccccn23)cc1` is entered as -24, i
`Cc1ccc(-c2cc(C(=O)N3CCCCCC3)no2)cc1` is entered as -13, i

Next records:
SMILES	OX1R antagonist	CHT PAM
Cc1ccc(S(=O)(=O)N2CCOCC2)cc1C(=O)OC(C)C(=O)NC1CCCC1 (stereo not given)	7	x
COc1ccccc1CNC(=O)COC(=O)c1cc(=O)[nH]c2ccccc12	-6	x
CC(C)c1ccc(NC2CCCN(C(=O)CCn3cnnn3)C2)cc1 (stereo not given)	8	i
O=C1NCCN/C1=C\C(=O)c1ccccc1	-1	i
CC(=O)Nc1cccc(NC(=O)c2cc3ccccc3o2)c1	-22	i
CC(=O)c1ccc2noc(-c3cccc(C)c3)c2c1	-12	i
COc1ccc(Br)cc1CN(C)C(=O)CNC(=O)c1ccc2ccccc2c1	-10	i
Cc1noc(C)c1S(=O)(=O)N(CC(=O)N1CCn2c1nc1ccccc12)c1ccc(C(C)C)cc1	-18	i
COc1ccccc1OCCn1c(=S)[nH]c2ccccc21	x	i
O=C(CN(c1ccc(F)cc1)S(=O)(=O)c1ccc2c(c1)OCCO2)Nc1ccc2c(c1)OCO2	-5	i
O=C(COc1ccc(-c2ccccc2)cc1)NN=C1CCCC1	-18	i
Brc1ccc(-c2nn3c(Cc4ccccc4)nnc3s2)o1	-25	i
O=C(CCC1CCN(Cc2ccccc2O)CC1)NC1CC1	-19	i
O=C(OC1Cn2c(=O)ccc(=O)n2C1)c1ccc([N+](=O)[O-])cc1	-10	i
CCN(CC)CC(=O)c1c[nH]c2ccccc12	-1	i
Cc1cccc(N(CC(=O)N=Nc2c(O)[nH]c3ccccc23)S(C)(=O)=O)c1C	-22	i
CN(Cc1ccccc1)C1=CC(=[N+]2CCCCC2)CC(C)(C)C1	14	i
Cc1ccc(S(=O)(=O)N(CC(=O)NCCSC2CCCCC2)c2ccccc2F)cc1	-14	i
COc1cccc(CNC(=O)CCS(=O)(=O)c2ccc3c(c2)NC(=O)CS3)c1	-22	i
O=C(O)c1cnn2c(C(F)(F)F)cc(-c3ccccc3)nc12	-14	i
OC(c1ccccc1)(C1CCCCC1)C(CN1CCOCC1)c1ccccc1 (stereo not given)	-58	i
O=C(c1ccccc1)N(C(=O)c1ccccc1)c1ncnc2c1C(c1ccccc1)c1c(ccc3ccccc13)O2 (stereo not given)	-31	x
O=C(N/N=C1\CCc2ccccc21)c1ccccc1Cl	-10	i
C/C(=N\NC(=O)c1ccccc1)c1nc2ccccc2n1C	-7	i
Cc1ccc(S(=O)(=O)NCC(=O)Nc2cccnc2)cc1C	-19	x
CCC1CCc2c([nH]c3ccccc3c2=O)O1 (stereo not given)	-11	i
COc1ccc(C2(CNC(=O)c3cccc([N+](=O)[O-])c3)CCOCC2)cc1OC	-21	i
